APE1 inh = qHTS Assay for Inhibitors of the Human Apurinic/apyrimidinic Endonuclease 1 (APE1) | Potency, µM (series often up to 65.8 µM), for the others: top-dose activity change, negative = inhibition, usual class: inhibitors | hit rate 0.35% among 350,000 | recombinant APE1, TAMRA/BHQ-2 abasic DNA cleavage fluorescence;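 note: plate controls were vehicle for no effect and reference inhibitor for full effect; nearly all actives have a fitted effect of over 55% in size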
Target sequence (P27695 whole entry, looked up): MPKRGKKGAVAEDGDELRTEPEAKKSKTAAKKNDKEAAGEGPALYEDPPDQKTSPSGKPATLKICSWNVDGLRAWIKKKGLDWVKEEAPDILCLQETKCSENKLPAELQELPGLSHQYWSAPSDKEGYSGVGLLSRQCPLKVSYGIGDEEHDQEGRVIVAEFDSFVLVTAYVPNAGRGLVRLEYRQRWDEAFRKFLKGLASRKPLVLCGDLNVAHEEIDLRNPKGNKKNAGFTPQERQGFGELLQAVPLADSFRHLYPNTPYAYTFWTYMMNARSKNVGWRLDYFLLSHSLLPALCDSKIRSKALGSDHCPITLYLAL
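Quantitative HTS: incision of a TAMRA/BHQ-2 double-stranded substrate bearing a tetrahydrofuran abasic site by 0.75 nM APE1 raises fluorescence. Substrate 50 nM final, added after 15 min compound preincubation at room temperature; progress as third-minus-first kinetic read difference.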
JMJD2A Tudor inh = qHTS Assay for Inhibitors of JMJD2A-Tudor Domain. Lysine-specific demethylase 4A (Homo sapiens), O75164. Potency, µM (titrated, usually from 114 µM), for the others: at the top dose activity change, negative = inhibition, actives largely listed as inhibitors. AlphaScreen JMJD2A-Tudor / H3K4me3 peptide binding. hit rate 4.4% among 390,000; note: % is set by controls: 0 for no effect and ±100 for the full control effect; nearly all actives have a fitted effect of over 50% in size
G9a inh = qHTS Assay for Inhibitors of Histone Lysine Methyltransferase G9a. G9a H3K9 monomethylation, AlphaScreen, 2 h. Potency, µM (highest dose often 102 µM), without a hit: at the top dose activity, negative = inhibition, most hits filed as inhibitors. hit rate 8.8% among 350,000; note: % is set by controls: 0 for no effect and ±100 for the full control effect; nearly all actives have a fitted effect of over 75% in size
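Enzyme 20 nM + cpd, 15 min RT; add b-H3K9 pep 500 nM / SAM 20 uM; 2 h RT; anti-H3K9me1 Ab 0.5 ug/mL + SA donor / anti-rabbit acceptor beads 20 ug/mL each, 10 min; AlphaScreen read.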
BLM inh = qHTS Assay for Inhibitors of Bloom's syndrome helicase (BLM); RecQ-like DNA helicase BLM (Homo sapiens), P54132; recombinant BLM DNA unwinding, fluorescence dequenching; Potency, µM (top dose mostly 56.1 µM), for inactives: at the top dose activity change, negative = inhibition, hits mostly inhibitors; hit rate 0.2% among 350,000; AID 2528, 2010;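 note: plate controls were vehicle for no effect and no enzyme for full effect; nearly all actives have a fitted effect of over 35% in size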
POLI inh = qHTS for Inhibitors of Polymerase Iota; DNA polymerase iota (Homo sapiens), Q9UNA4; Pol iota fluorescent replication assay, 10 min; Potency, µM (series often up to 115 µM), for the others: top-dose activity, negative = inhibition, actives largely listed as inhibitors; hit rate 1% among 390,000
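Fluorescent replication assay read twice, at 0 min and 10 min after adding 50 nM (final) substrate. Enzyme (10 nM) and compounds were first incubated 15 min at room temperature; enzyme-free buffer wells were negative controls.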
Pol eta inh = qHTS for Inhibitors of Polymerase Eta. recombinant Pol eta, fluorescent DNA replication assay. Potency, µM (highest dose often 114 µM), inactives show at the top dose activity change, negative = inhibition, hits mostly inhibitors. AID 588591, 2011. DNA polymerase eta (Homo sapiens), Q9Y253. hit rate 1.2% among 390,000; note: % is set by controls: 0 for no effect and ±100 for the full control effect
Target sequence (Q9Y253 whole entry, looked up): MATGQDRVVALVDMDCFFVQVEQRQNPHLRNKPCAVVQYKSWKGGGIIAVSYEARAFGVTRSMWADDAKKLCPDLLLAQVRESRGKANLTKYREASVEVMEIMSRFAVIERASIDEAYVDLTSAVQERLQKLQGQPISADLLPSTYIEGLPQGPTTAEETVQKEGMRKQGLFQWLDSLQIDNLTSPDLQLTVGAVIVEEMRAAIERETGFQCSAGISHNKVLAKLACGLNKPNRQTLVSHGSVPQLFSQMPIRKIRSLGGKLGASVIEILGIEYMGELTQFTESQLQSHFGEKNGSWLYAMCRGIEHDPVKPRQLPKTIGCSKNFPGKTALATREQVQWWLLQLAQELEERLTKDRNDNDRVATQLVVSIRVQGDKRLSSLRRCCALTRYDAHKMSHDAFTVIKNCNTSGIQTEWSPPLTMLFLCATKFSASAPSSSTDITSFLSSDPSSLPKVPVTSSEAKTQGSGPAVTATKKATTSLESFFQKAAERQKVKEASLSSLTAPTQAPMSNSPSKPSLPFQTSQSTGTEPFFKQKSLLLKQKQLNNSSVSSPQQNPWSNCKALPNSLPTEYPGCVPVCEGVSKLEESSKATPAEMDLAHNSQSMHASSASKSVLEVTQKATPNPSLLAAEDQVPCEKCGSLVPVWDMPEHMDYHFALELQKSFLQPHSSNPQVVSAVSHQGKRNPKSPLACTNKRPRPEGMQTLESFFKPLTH
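Pol eta at 10 nM preincubated with compounds 15 min at room temperature; reaction started with fluorescent substrate (50 nM final) and read kinetically at 0 and 10 min.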
BAZ2B block = qHTS Assay for Inhibitors of BAZ2B; hit rate 4.4% among 360,000; AID 504333, 2011; Bromodomain adjacent to zinc finger domain protein 2B (Homo sapiens), Q9UIF8; Potency, µM (doses to about 114 µM), for the others: at the top dose activity change, negative = inhibition, hits mostly inhibitors; AlphaScreen BAZ2B-H3K14Ac peptide displacement; note: % is set by controls: 0 for no effect and ±100 for the full control effect; nearly all actives have a fitted effect of over 60% in size
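AlphaScreen displacement: compounds (up to 110uM) incubated 30 min at room temperature with a preformed 50 nM BAZ2B/50 nM biotinylated H3K14Ac peptide complex in PBS pH 7.4 with Tween-20. Donor and acceptor beads at 10 ug/mL final added, 20 min light-protected before reading.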
POLK inh = qHTS for Inhibitors of Polymerase Kappa; purified Pol kappa, fluorescent DNA synthesis assay, 10 min; DNA polymerase kappa (Homo sapiens), Q9UBT6; Potency, µM (titrated, usually from 107 µM), for inactives: top-dose activity, negative = inhibition, most hits filed as inhibitors; hit rate 0.53% among 400,000; note: % is set by controls: 0 for no effect and ±100 for the full control effect
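Kinetic fluorescence screen: compound preincubated 15 min RT with 10 nM enzyme; 50 nM substrate (final) initiates; reads at 0/10 min.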
POLB inh = qHTS Assay for Inhibitors of DNA Polymerase Beta; hit rate 1.3% among 340,000; Potency, µM (highest dose often 114 µM), without a hit: top-dose activity change, negative = inhibition, most hits filed as inhibitors; Pol beta primer extension/strand displacement, fluorescence kinetic; AID 485314, 2010; note: % is set by controls: 0 for no effect and ±100 for the full control effect
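Reaction started by 50 nM substrate onto compound-treated Pol beta (10 nM, 15 min preincubation, room temperature); plates read at 0 min and 10 min. Normalized concentration-effect data fitted by four-parameter Hill equation.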
An asterisk follows results filed as active; ? = inconclusive; . = not tested or not shown; [ ] = another dose, or the depositor's remark. Calls come from the whole dose curve; as a rule, active = well fitted curve in the direction sought with a large enough effect; inconclusive = small, poorly fitted or top-dose-only effect, or another doubt; inactive = no such curve, though single readings can be large; an effect the other way counts as inactive or inconclusive. Potency is the fitted concentration of half-maximal effect.

SMILES	G9a inh	APE1 inh	BLM inh	Pol eta inh	JMJD2A Tudor inh	BAZ2B block	POLI inh	POLB inh	POLK inh
O=C(NNC(=O)c1ccc(O)c(Cl)c1)c1cccc(S(=O)(=O)N2CCOCC2)c1	-40%	21%	.	-15%	-1%	-6%	-12%	.	-21%
CNc1c(NS(=O)(=O)c2ccc(Cl)cc2)c(=O)oc2ccccc12	-5%	10%	0%	-10%	-5%	10%	5%	33%	5%
Cc1ccc(Cl)cc1NC(=O)N1CCC(CN2CCCCCC2)CC1	-23%[59 µM]	.	-6%	-19%	-3%	3%	7%	2%	-12%
CC(=O)OC(C(=O)NC1CCCCC1)c1ccc(Cl)cc1 (stereo not given)	23%[59 µM]	8%	-1%	-8%	4%	-4%	-9%	-13%	5%
O=C1C(=Cc2cccs2)Oc2ccccc21	.	.	.	-8%	-30%	.	36%[activator]	.	0%
COc1ccccc1N1CCN(C(=O)Cn2c(=O)[nH]c3ccsc3c2=O)CC1	1%	-4%	0%	3%	-7%	?	32%[activator]	-11%	-12%
COc1ccc(/C=N/NC(=O)c2cc(-c3cccc(C)c3)nc3ccccc23)cc1O	.	.	.	-8%	?	.	15%	.	4%
O=C(Cc1ccc(Cl)cc1)NC(=S)Nc1ccccc1N1CCOCC1	?	-7%	-5%	-26%	-26%	-8%	-5%	-14%	-20%
Cc1ccc(C(=O)Oc2ccc(N3C(=O)CCC3=O)c(C)c2)cc1	-1%[12.7 µM]	-1%	-5%	-5%	1%	-2%	?	-32%	-3%
O=C(Nc1ccccc1)C1C2/C=C\CCCCC21 (stereo not given)	-7%	6%	-5%	-6%	?	-14%	?	13%	1%
Cc1c(Cl)cccc1NC(=O)C1CCCN(C(=O)c2cnn(-c3ccccc3)c2-n2cccc2)C1 (stereo not given)	-3%[59 µM]	.	-7%	-24%	-23%	-19%	27%	-15%	-5%
Clc1cccc(OCCOCCN2CCNCC2)c1Cl	.	.	.	-12%	-15%	.	48%[activator]	.	-12%
O=C(N/N=C/c1ccc(Cl)cc1)c1n[nH]c2c1CCCC2	3%	-3%	-9%	-6%	-6%	-7%	44%[activator]	-8%	-1%
O=C(CN1C(=O)C(=O)c2ccccc21)OCN1C(=O)c2ccccc2C1=O	-1%	4%	0%	-7%	-1%	-4%	68%[activator]	14%	-7%
Cc1sc(NC(=O)C2CC=CCC2C(=O)O)c(C(=O)OC(C)C)c1C (stereo not given)	-39%[59 µM]	4%	-7%	-9%	-22%	?	-6%	?	9%
CCN(CC)c1ccc(N2C(=NC(=O)C3CC3)SC3CS(=O)(=O)CC32)cc1 (stereo not given)	.	-4%	-5%	10%	-10%	-12%	9%	1%	-4%
CN(Cc1ccccc1)C(=O)CCn1c(=O)oc2ccccc21	?	-1%	1%	-9%	-5%	37%[activator]	2%	26%	-6%
Cc1noc(C)c1S(=O)(=O)N1CCCC(C(=O)N2CCC(C)CC2)C1 (stereo not given)	-1%	-5%	-1%	-13%	13%	-4%	5%	22%	4%
Cc1cc(N2CCCC2=O)cc(C)c1S(N)(=O)=O	9%[12.7 µM]	2%	1%	-4%	5%	9%	28%	13%	1%
O=C(NCc1cccs1)C1CCCN1C(=O)Nc1cccc(Cl)c1 (stereo not given)	-2%	-1%	-6%	-5%	-10%	-17%	39%[activator]	20%	2%
CCOc1cc(/C=C/C(=O)OCC(=O)NCCN2C(=O)CSC2=O)ccc1OCC(C)C	18%[12.7 µM]	-9%	.	-15%	-4%	3%	17%	.	1%
CSc1ccccc1C(=O)Nc1ccccc1C	.	-11%	-12%	-14%	-8%	-2%	76%[activator]	5%	-3%
CCN(CC(=O)Nc1c(F)cccc1F)C(=O)c1cccnc1SC	.	11%	0%	-23%	1%	0%	10%	-2%	-18%
O=C(O)CCC(=O)Nc1ccc(Br)c(Cl)c1	20%[59 µM]	-10%	-1%	7%	-21%	2%	6%	12%	3%
Cn1ccnc1SCC(=O)Nc1cc(S(=O)(=O)N2CCOCC2)ccc1Cl	-7%[59 µM]	-1%	2%	-6%	-4%	-4%	-12%	17%	-14%
CC(=O)c1cc(-c2ccc(F)cc2)n(CCC(=O)Nc2nc3c(C)cccc3s2)c1C	3%[59 µM]	.	1%	-5%	-5%	0%	-1%	-12%	-15%[60.1 µM]
CCC1Nc2ncnc(N3CCN(c4ccccc4)CC3)c2N(Cc2ccc(C)cc2)C1=O (stereo not given)	?	-6%	.	?	56µM*	?	?	.	-10%
OC(c1ccccc1)C(O)C(c1ccccc1)N1CCCCC1 (stereo not given)	.	.	.	-15%	-6%	.	54%[activator]	.	-1%
COC(=O)c1ccc2c(C)c(C3(O)CCCCC3)[nH]c2c1	.	-20%	.	-13%	?	.	27%	.	-5%
COc1cc(OC)cc(C(=O)Oc2c(Sc3ccccc3)c(C)nn2C(C)(C)C)c1	27%[59 µM]	.	-9%	-6%	25%	-1%	?	15%	-6%
CC(=O)Nc1cc[n+](CC(=O)c2ccc(Cl)cc2)cc1	.	15%	-2%	-15%	-12%	-2%	36%[activator]	-16%	0%
Cc1cc2oc(=O)c(CC(=O)NCCc3ccccc3)c(C)c2c2occ(C(C)(C)C)c12	-25%[59 µM]	.	-6%	-13%	-18%	-26%	34%[activator]	-1%	-13%
CCSc1cnn(-c2ccccc2)c(=O)c1SCC	12%[59 µM]	2%	?	-2%	-8%	-3%	-8%	2%	-13%
N#Cc1c(NC(=O)COC(=O)C2CC3C=CC2C3)oc(-c2ccccc2)c1-c1ccccc1 (stereo not given)	7.1µM*	-5%	-13%	-3%	-2%[11.4 µM]	?	?	13%	-5%
CCC(C)NS(=O)(=O)c1ccc(NC(=O)C2CCN(C(=O)c3ccco3)CC2)cc1 (stereo not given)	18%	-16%	-1%	-20%	-2%	6%	121%[activator]	14%	-1%
CCn1c(SCc2nc3ccccc3[nH]2)nnc1-c1ccccc1OC	-7%	-1%	-1%	-11%	-8%	-7%	11%	-21%	-10%
Cc1ccc(NC(=O)CN(C)C(=O)c2ccc(-n3cncn3)c([N+](=O)[O-])c2)cc1	2%[12.7 µM]	10%	.	-12%	-4%	-5%	-12%	.	-8%
CCOC(=O)Cc1ccc(NC(=O)Nc2nnc(N3CCCCC3C)s2)cc1 (stereo not given)	?	.	-8%	-21%	-24%	-27%	22%	0%	5%
O=C1NC(=O)C(Cc2ccc(Cl)cc2)(c2ccccc2)N1 (stereo not given)	.	.	.	-14%	-9%	.	36%[activator]	.	3%
C[C@@H](NC(=O)[C@@H]1Cc2ccccc2CN1C(=O)OC(C)(C)C)C(=O)NC1CCCCC1	79µM*	82%[activator]	-1%	-7%	-2%	12%	49%[activator]	38%	4%
C/C(=N\Nc1ccc(Cl)c(C(=O)O)c1)c1ccc(Br)s1	35µM*	17%	3%	20µM*	28µM*	?	?	50µM*	?
CC(=O)Nc1ccc(NC(=O)CSc2ncc(C(=O)Nc3ccc(F)cc3)c(=O)n2C)cc1	-6%	-2%	.	-5%	-8%	-5%	35%[activator]	.	-11%
COCCN(C(=O)CSc1ncccn1)c1c(N)n(Cc2ccccc2)c(=O)[nH]c1=O	-9%	8%	.	-1%	3%	-8%	14%	.	-14%
COc1ccc(C(=O)n2cnc(N)n2)cc1	-30%[59 µM]	-2%	-1%	-14%	-14%[57.1 µM]	10%	?	13%	-9%
CCOC(=O)c1c(NC(=O)N/N=C/c2ccc(O)c(OC)c2)sc(C(C)=O)c1C	28%[59 µM]	-10%	0%	.	.	6%	.	2%	.
CC(NC(=O)c1ccc(S(C)(=O)=O)cc1)c1cccc2ccccc12 (stereo not given)	?	73%[activator]	1%	-15%	-18%	-20%	134%[activator]	1%	4%
O=C(COC(=O)c1ccc(S(=O)(=O)Nc2ccccc2)cc1)NCCC1=CCCCC1	7%[59 µM]	-10%	-4%	-20%	-29%	-29%	65%[activator]	-16%	-36%
Cc1ccc(NC(=O)C2(S(=O)(=O)c3ccc(C)cc3)CC2)cc1	9%[2.33 µM]	-3%	-2%	-4%	3%	11%	?	-9%	-3%
CCOc1ccc(/C=C/C(=O)c2ccc(-c3ccccc3)cc2)cc1	5%[59 µM]	6%	-6%	-21%	-11%	8%	-2%	8%	4%
N#CC(C(=O)O)=C1CCCC1	-8%	-1%	-2%	-8%	9%	-6%	-6%	13%	-9%
Cc1c(NC(=O)/C=C/c2cccs2)c(=O)n(-c2ccccc2)n1C	1%[59 µM]	-1%	-1%	-16%	-7%	3%	8%	19%	-2%
CC(=O)N1N=C(c2ccccc2)OC1(C)CC(=O)Nc1ccccc1 (stereo not given)	-37%	4%	0%	-16%	-10%	0%	26%	0%[57.1 µM]	-5%
COc1ccc(S(=O)(=O)Nc2ccc3ccccc3c2)cc1C	-15%	-6%	-13%	?	-18%	-3%	-12%[58.9 µM]	0%	-14%
CCn1c(=O)c2cc(C(=O)Nc3cc(C)c(Cl)cc3OC)sc2c2ccccc21	8%[59 µM]	.	-8%	-10%	-9%	-1%	10%	8%	1%
Cc1ccnc(N2CCC(C(=O)Nc3ccc4c(c3)OCO4)CC2)n1	6%[12.7 µM]	4%	-3%	8%	-12%	-2%	6%	-15%	4%
c1ccc(CCn2nnnc2C(c2cccs2)N2CCN(Cc3ccc4c(c3)OCO4)CC2)cc1 (stereo not given)	-9%[2.33 µM]	-4%	-6%	2%	?	?	-4%	22%	-14%

Assay outcomes from PubChem BioAssay.

These rows are one share of the data; count on the stated rates, not on these rows.
